# G9a block – qHTS Assay for Inhibitors of Histone Lysine Methyltransferase G9a | 350,000 tested, 8.8% active | G9a H3K9 monomethylation, AlphaScreen, 2 h | Potency, µM (top dose mostly 102 µM), for inactives: top-dose activity, negative = inhibition, hits mostly inhibitors; further: potency means the concentration at half of the fitted maximal effect; on the % scale 0 is the no-effect control and ±100 the full control effect; nearly all actives have a fitted effect of over 75% in size
#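 Readings reflect AlphaScreen signal from monomethyl-H3K9 antibody detection. HMT at 20 nM; substrate b-H3K9 500 nM; cofactor SAM 20 uM; 2 h RT reaction; compounds tested as titrations in qHTS with 15 min preincubation.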
# JMJD2A Tudor inh – qHTS Assay for Inhibitors of JMJD2A-Tudor Domain. Lysine-specific demethylase 4A (Homo sapiens), O75164. AlphaScreen JMJD2A-Tudor / H3K4me3 peptide binding. Potency, µM (doses to about 114 µM), for inactives: at the top dose activity change, negative = inhibition, actives largely listed as inhibitors. 390,000 tested, 4.4% active; further: potency means the concentration at half of the fitted maximal effect; on the % scale 0 is the no-effect control and ±100 the full control effect; nearly all actives have a fitted effect of over 50% in size
# Tb PGK inh – qHTS Assay to Find Inhibitors of Phosphoglycerate Kinase; Phosphoglycerate kinase, glycosomal (Trypanosoma brucei brucei), P07378; Potency, µM (top dose mostly 57.5 µM), for inactives: top-dose activity change, negative = inhibition, usual class: inhibitors; PGK/GAPDH coupled, Kinase-Glo luminescence, 60 min; 380,000 tested, 0.043% active; AID 602233, 2012; further: potency means the concentration at half of the fitted maximal effect; on the % scale 0 is the no-effect control and ±100 the full control effect; nearly all actives have a fitted effect of over 60% in size
#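 Luminescent ATP detection (Kinase-Glo Plus) follows a 60-minute room-temperature incubation, with wells lacking PGK as controls. Buffer: 100 mM TEA (pH 7.6), 5 mM MgCl2, 0.01% Tween-20. Coupling enzyme GAPDH (100 nM final) supplies unstable 1,3-BPG in-well.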
# PI4K2A block – qHTS for small molecular inhibitors of PI4K2A; Phosphatidylinositol 4-kinase type 2-alpha (Homo sapiens), Q9BTU6; purified PI4K2A, ADP-Glo luminescence, 1 h; stronger effect = lower value; activity change, negative = inhibition, % at 76.9 µM; 420,000 tested, 0.13% active; AID 1346378, 2018; in the data active means activity change below about -50%; inconclusive means mostly about -30% to -49%;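 further: -100% = wells without enzyme as full effect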
#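 In this quantitative HTS, ADP production by PI4K2A was quantified luminescently after 1 h at ambient temperature; 100 microM adenosine served as plate-quality control.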
# POLH inh – qHTS for Inhibitors of Polymerase Eta; DNA polymerase eta (Homo sapiens), Q9Y253; recombinant Pol eta, fluorescent DNA replication assay; Potency, µM (series often up to 114 µM), for inactives: at the highest dose activity change, negative = inhibition, most hits filed as inhibitors; 390,000 tested, 1.2% active; AID 588591, 2011; further: potency means the concentration at half of the fitted maximal effect; on the % scale 0 is the no-effect control and ±100 the full control effect
#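 Pol eta at 10 nM preincubated with compounds 15 min at room temperature; reaction started with fluorescent substrate (50 nM final) and read kinetically at 0 and 10 min.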
# HP1b chromo inh – HTS for Inhibitors of HP1-beta Chromodomain Interactions with Methylated Histone Tails; Chromobox protein homolog 1 (Homo sapiens), P83916; Potency, µM (highest dose often 114 µM), for the others: at the top dose activity change, negative = inhibition, hits mostly inhibitors; AlphaScreen HP1-beta / biotin-H3K9me3 peptide binding; 390,000 tested, 0.56% active; further: potency means the concentration at half of the fitted maximal effect; nearly all actives have a fitted effect of over 70% in size; inactives centre near 23
# Target sequence (P83916 whole entry, looked up): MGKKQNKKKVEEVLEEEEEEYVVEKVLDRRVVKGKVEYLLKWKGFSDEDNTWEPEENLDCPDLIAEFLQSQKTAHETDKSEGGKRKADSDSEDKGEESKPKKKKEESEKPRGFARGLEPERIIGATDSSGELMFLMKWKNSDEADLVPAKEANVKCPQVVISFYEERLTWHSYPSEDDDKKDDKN
#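 AlphaScreen: HP1-beta (50 nM) preformed 30 min with biotin-H3(1-18)K9me3 peptide (50 nM) in PBS pH 7.4, 0.01% Tween-20. Compound added for 30 min at RT, then streptavidin donor/nickel chelate acceptor beads (10 ug/mL) for 30 min.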
# Pin1 inh – qHTS Assay to Find Inhibitors of Pin1. 390,000 tested, 0.009% active. Peptidyl-prolyl cis-trans isomerase NIMA-interacting 1 (Homo sapiens), Q13526. Potency, µM (top dose mostly 115 µM), inactives show at the top dose activity, negative = inhibition, hits mostly inhibitors. Pin1 FP peptide displacement, HiFluor488, 10 min; active means well fitted inhibition curve with a large enough effect in the polarisation, with a control signal flat, not every such curve was filed as active; inconclusive means small, poorly fitted or top-dose-only effect, or effect the other way, or a change in a side signal; inactive means no such curve, though single readings can be large or run the other way; the % refers to the polarisation; further: potency means the concentration at half of the fitted maximal effect; on the % scale 0 is the no-effect control and ±100 the full control effect
# Target sequence (Q13526 whole entry, looked up): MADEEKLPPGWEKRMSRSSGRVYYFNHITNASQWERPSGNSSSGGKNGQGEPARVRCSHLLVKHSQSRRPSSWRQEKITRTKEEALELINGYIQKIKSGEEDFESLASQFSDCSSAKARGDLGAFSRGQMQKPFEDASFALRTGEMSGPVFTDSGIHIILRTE
# BAZ2B inh – qHTS Assay for Inhibitors of BAZ2B | AID 504333, 2011 | AlphaScreen BAZ2B-H3K14Ac peptide displacement | Potency, µM (doses to about 114 µM), for inactives: at the top dose activity change, negative = inhibition, hits mostly inhibitors | 360,000 tested, 4.4% active; further: potency means the concentration at half of the fitted maximal effect; on the % scale 0 is the no-effect control and ±100 the full control effect; nearly all actives have a fitted effect of over 60% in size
#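 Protein-peptide AlphaScreen: BAZ2B 50 nM, b-H3K14Ac 50 nM, 1x PBS pH 7.4 + 0.01% Tween-20. Preincubation 30 min RT; cpd 30 min RT (top 110 uM); beads 20 min RT, light-protected.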
# GLS inhibitor – qHTS for Inhibitors of Glutaminase (GLS); Glutaminase kidney isoform, mitochondrial (Homo sapiens), O94925; GLS enzymatic activity, qHTS titration; Potency, µM (titrated, usually from 45.5 µM), for inactives: at the top dose activity change, negative = inhibition, hits mostly inhibitors; 410,000 tested, 0.21% active; AID 624170, 2012; further: potency means the concentration at half of the fitted maximal effect; on the % scale 0 is the no-effect control and ±100 the full control effect
# Target sequence (O94925 whole entry, looked up, canonical isoform): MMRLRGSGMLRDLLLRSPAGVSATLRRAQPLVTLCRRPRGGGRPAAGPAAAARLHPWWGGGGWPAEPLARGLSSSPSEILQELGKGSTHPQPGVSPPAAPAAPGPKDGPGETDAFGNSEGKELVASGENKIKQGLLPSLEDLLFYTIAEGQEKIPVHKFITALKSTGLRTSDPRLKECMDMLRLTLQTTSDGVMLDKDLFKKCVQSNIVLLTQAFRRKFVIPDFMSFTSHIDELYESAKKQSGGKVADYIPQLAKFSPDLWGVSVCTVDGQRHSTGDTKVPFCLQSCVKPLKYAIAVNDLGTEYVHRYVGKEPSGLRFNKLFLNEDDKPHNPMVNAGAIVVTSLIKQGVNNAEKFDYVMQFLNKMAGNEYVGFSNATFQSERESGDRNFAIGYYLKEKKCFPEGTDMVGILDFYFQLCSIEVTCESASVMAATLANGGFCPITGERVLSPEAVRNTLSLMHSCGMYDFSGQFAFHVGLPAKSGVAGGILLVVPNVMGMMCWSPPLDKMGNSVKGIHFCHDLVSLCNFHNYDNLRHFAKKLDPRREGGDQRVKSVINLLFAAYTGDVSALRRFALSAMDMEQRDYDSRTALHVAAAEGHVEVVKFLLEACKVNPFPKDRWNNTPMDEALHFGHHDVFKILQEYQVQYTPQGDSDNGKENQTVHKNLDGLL
#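 Compounds were pin-transferred onto hKGA, after which L-glutamine (1 mM solution) and a detection mix of glutamate oxidase, HRP and Amplex Red were added. Initial and 30 min RT fluorescence reads were collected.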
# Active calls of the source: *; i = inactive; ? = inconclusive; . = no result given; [ ] = remark or other dose. Unless noted, the call rests on the fitted dose curve; in most records, active means well fitted curve in the direction sought with a large enough effect; inconclusive means small, poorly fitted or top-dose-only effect, or another doubt; inactive means no such curve, though single readings can be large; an effect the other way counts as inactive or inconclusive.
SMILES,G9a block,JMJD2A Tudor inh,Tb PGK inh,PI4K2A block,POLH inh,HP1b chromo inh,Pin1 inh,BAZ2B inh,GLS inhibitor
C=CCNC(=S)N1CCN(CCN=CC2=C(O)CC(c3ccc(Cl)cc3)CC2=O)CC1 (stereo not drawn),-35%,-12%,9%,2,-5%,30%,0%,2%,0%
COc1ccccc1N1CCN(C(=O)/C=C/c2ccc3c(c2)OCO3)CC1,.,-19%,-6%,6,-16%,5%,-2%,-12%,18%
COc1ccc2[nH]cc(CCNS(=O)(=O)c3ccc(F)cc3)c2c1,-27%,-30%,2%,-2,5%,11%,-2%,?,0%
CCN1CCN(c2oc(-c3ccccc3)nc2S(=O)(=O)c2ccc(C)cc2)CC1,40µM*,?,0%,5,-21%,-20%,-3%,50µM*,-2%
COc1ccc(-c2nn(-c3ccccc3)cc2C(=O)NC(=S)NNC(=O)c2ccncc2)cc1,32µM*,?,-2%,20,?,?,-1%,-15%,18%
Cc1cc(C)n(-c2nc(SCC(=O)Nc3nccs3)c3c4c(sc3n2)COC(C)(C)C4)n1,16%,-15%,i,-2,-18%,39%[activator],-4%,6%,-11%
C=CCNC(=S)Nc1ccccc1-c1nnc2n1CCCCC2,?,3%,i,12,-18%,0%,-1%,-4%,-10%
CC(C)=NN1C(=O)c2ccccc2NC1(C)C,22%,-9%,-6%,-3,-4%,13%,-6%,-3%,-4%
COc1ccc(NC(=O)CCn2c(=O)c3cccn3c3cccnc32)cc1Cl,0%[59 µM],5%,-10%,-4,-22%,42%[activator],-2%,-14%,-6%
CCN(CC)CCCNC(=O)c1cc2c(-c3cccc(OC)c3)nn(C)c2s1,3%,-21%,-2%,-1,12%,12%,6%,3%,0%
COc1cccc(NC(=O)Cc2nnc(SCC(=O)NC3=NCCS3)n2C)c1,-12%,-15%,-1%,-1,-5%,-16%,-3%,-16%,10%
Cc1ccccc1OCc1cc(=O)n2c(-c3ccccc3)csc2n1,9%[59 µM],-11%,1%,-2,-5%,45%[activator],17%,-3%,14%
CN(C)c1ccc2nc3c(=O)[nH]c(=O)nc-3n(CC(O)C(O)C(O)CO)c2c1 (stereo not drawn),50µM*,-30%,?,-17,?,?,?,40µM*,-12%
COc1cc(/C=C/C(=O)O)cc(OC)c1,.,-17%,8%,3,-3%,33%,-3%,15%[57.1 µM],4%
O=C(NCc1cccs1)c1cc2c(s1)CCCC2,?,-1%,-6%,-2,-12%,62%[activator],-4%,12%,11%

# Profiles as entered above. Order of screens: G9a block	JMJD2A Tudor inh	Tb PGK inh	PI4K2A block	POLH inh	HP1b chromo inh	Pin1 inh	BAZ2B inh	GLS inhibitor
# `CC(C)=NN1C(=O)c2ccccc2NC1(C)C` is entered as 22%	-9%	-6%	-3	-4%	13%	-6%	-3%	-4%
# `COc1ccc(NC(=O)CCn2c(=O)c3cccn3c3cccnc32)cc1Cl` is entered as 0%[59 µM]	5%	-10%	-4	-22%	42%[activator]	-2%	-14%	-6%
# `COc1ccc(-c2nn(-c3ccccc3)cc2C(=O)NC(=S)NNC(=O)c2ccncc2)cc1` is entered as 32µM*	?	-2%	20	?	?	-1%	-15%	18%

# (further entries)
SMILES,G9a block,JMJD2A Tudor inh,Tb PGK inh,PI4K2A block,POLH inh,HP1b chromo inh,Pin1 inh,BAZ2B inh,GLS inhibitor
Cc1ccnc(NC(=O)c2cccc(S(=O)(=O)N3CCN(c4ccccc4)CC3)c2)c1,?,-33%,i,-4,-15%,-8%,5%,-26%,-3%
Cc1ccc(C(=O)N/C(=C\c2ccc(C)o2)C(=O)O)cc1,.,-10%,2%,1,32µM*,32%,-21%,-11%,9%
COc1ccc(-n2nnnc2SCC(=O)Nc2ccc(OC)cc2OC)cc1,.,2%,i,0,-2%,31%,5%,11%,-2%
CC(C)NC(=O)COc1coc(CN2CCN(c3cccc(Cl)c3)CC2)cc1=O,?,8%,9%,0,-15%,35%,9%,-15%,4%
Cc1ccccc1Nc1c(-c2ccc(Cl)cc2)nc2c(C)cccn12,-27%[59 µM],-11%,-2%,-4,3%,5%,-8%,-4%,-2%
O=[N+]([O-])c1cc([N+](=O)[O-])c(Oc2cncc(Cl)c2)cc1NN1CCCCC1,.,-20%,i,4,-8%,7%,-2%,-3%,11%
O=C(C1CCN(S(=O)(=O)N2CCOCC2)CC1)N1CCOCC1,-41%,-7%,1%,-1,-18%,29%,2%,3%,0%
Cc1ccc(S(=O)(=O)c2nc(-c3cccs3)oc2SC(C)C)cc1,-34%[59 µM],26%,5%,-2,-19%,81%[activator],53%[activator],-4%,2%
CSc1ccc(S(=O)(=O)N2CCC(C(=O)N3CCOCC3)CC2)cc1,-6%,-13%,i,-3,-10%,16%,1%,-6%,-8%
COc1ccc(C(=O)COC(=O)CN2C(=O)C3C4C=CC(C5CC45)C3C2=O)cc1 (stereo not drawn),-9%[59 µM],1%,-3%,-2,-16%,25%,1%,-4%,-1%
Cc1cccc(OCCSc2nnc(-c3cccs3)o2)c1,175%[activator][59 µM],165%[activator],-4%,-9,-22%,171%[activator],-3%,438%[activator],2%
Cc1cccn2cc(-c3ccc(NC(=O)Cc4ccccc4)cc3)nc12,?,-11%,i,-4,-8%,17%,21%,-2%,0%
COc1ccc(CNC(=O)CSc2nnnn2C)cc1OC,8%,-6%,-8%,-1,-19%,37%,-6%,-9%,6%
Cc1cc(C(=O)N2CCN(CCc3ccccc3)CC2)no1,-4%[12.7 µM],-17%,3%,5,-12%,32%[activator],3%,10%,0%
O=C(CCc1ccccc1)N1CCCC1,9%,10%,-3%,0,-13%,10%,-2%,-1%,-6%
COc1ccc(NC(=O)c2cc3ccccc3oc2=O)c(OC)c1,.,-19%,-11%,-2,-13%,5%,4%,0%,-6%
O=C(CN1C(=O)c2ccc([N+](=O)[O-])cc2C1=O)Nc1ccccc1N1CCCC1,?,-23%,-4%,2,-18%,-18%,-2%,-3%,22%
O=C(NC1=NCCS1)c1cccc(S(=O)(=O)N2CCOCC2)c1,12%[12.7 µM],-7%,1%,-2,-7%,22%,8%,3%,-2%
CCn1nc(C(=O)Nc2nc3ccccc3[nH]2)c2ccccc2c1=O,-11%[59 µM],?,-7%,0,-10%,4%,-5%,-33%,2%
CC(Cc1ccccc1)C(=O)NCc1ccccn1 (stereo not drawn),-11%,-7%,i,-2,-5%,41%[activator],-8%,8%,-1%
O=C(COC(=O)c1ccc(Br)o1)NCCNC(=O)COC(=O)c1ccc(Br)o1,?,-3%,-3%,1,3%,17%,-5%,9%,4%
CCSc1ccccc1C(=O)Nc1ccc([N+](=O)[O-])cc1OC,.,-26%,0%,7,10%,1%,76%[activator],-37%,4%
Cc1ccc(NC(=O)CCn2cccn2)cc1Cl,12%[59 µM],-16%,-10%,1,-11%,-8%,-1%,-4%,2%
Cc1ccc(COc2ccccc2C(=S)N2CCCC2)cc1,13µM*,7%,6%,0,-14%,-12%,7%,-26%,?
Cc1ccc(NC(=O)c2c(C)nn(-c3ccccc3)c2Cl)cc1,?,?,-6%,-20,-21%,29%,-4%,1%,-18%
CCSC1=NCCN1S(=O)(=O)c1ccc(Cl)cc1,3%,3%,-8%,-5,-17%,37%,-4%,11%,-1%
CCc1ccc(CN2CC(C(=O)O)CC2=O)cc1 (stereo not drawn),18%[59 µM],-9%,i,2,-8%,31%,-7%,-11%,2%
COC(=O)C1CCN(C(=O)CSc2nc3ccc(OC)cc3[nH]2)CC1,50µM*,-9%,i,0,-18%,21%,-9%,2%,-16%
CCOC(=O)C1=CN2CCCC[C@@H]2CC1=O,.,-11%,-7%,-5,-12%,13%,3%,.,0%
O=C1COc2ccc(C(=O)COC(=O)c3ncc(Cl)c(Cl)c3Cl)cc2N1,-4%[0.501 µM],5%,i,1,-14%,19%,-1%,-35%,-15%
Cc1nc2sccn2c(=O)c1S(=O)(=O)Nc1cc(Cl)ccc1O,?,-5%,i,1,-13%,22%,-1%,-23%,18%
C[C@@H]1CN([C@H](C)CO)C(=O)CCCn2nncc2CO[C@@H]1CN(C)S(=O)(=O)c1ccc2ccccc2c1,.,.,-3%,3,-8%,.,.,.,1%
CCOC(=O)Cn1c(=O)n(CC2CCCO2)c2nc(-c3c(F)cccc3Cl)nc(C(N)=O)c21 (stereo not drawn),13%[59 µM],-13%,1%,-1,-10%,26%[57 µM],3%,-2%,8%
CC(Oc1ccc(F)cc1)C(O)CCN(C)C (stereo not drawn),4%,4%,-10%,3,-21%,51%[activator],0%,-4%,-7%
CC1CCCCC1NC(=O)CN1CCC(NC(=O)c2ccc([N+](=O)[O-])cc2)CC1 (stereo not drawn),-1%,-4%,3%,-2,-10%,23%,-6%,-17%,18%
Cc1nc(-n2nnc3cc(C)c(C)cc32)c2c3c(sc2n1)CCCC3,-14%,0%,-2%,-3,-2%,66%[activator],0%,-1%,-6%
COc1cc(/C=C/C(=O)N2CCc3ccccc3C2)cc(OC)c1OC,.,-17%,-9%,-3,-14%,22%,-3%,-6%,0%
CCOC(=O)CSC1=C(C#N)C(c2ccc(Cl)cc2)C(C(=O)OC)C(=O)N1 (stereo not drawn),?,-15%,-4%,2,-11%,-12%,0%,-7%,31%
O=C(OCC(=O)N1CCN(c2ccccc2)CC1)c1nc(Cl)ccc1Cl,8%,-12%,-1%,-2,-18%,21%,3%,3%,-6%

# Only part of the results is shown, so the mix of outcomes need not match the whole.
